# Compound activity as filed in PubChem BioAssay.
# AmpC no deterg – qHTS Inhibitors of AmpC Beta-Lactamase (assay without detergent); P00811; AmpC nitrocefin hydrolysis, absorbance 480 nm, 0.0001% Triton; Potency, µM (series often up to 57.1 µM), inactives show at the highest dose activity change, negative = inhibition, actives largely listed as inhibitors; 330,000 tested, 0.52% active; AID 485341, 2010;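 also: potency is read from the fitted curve at half-maximal effect; plate controls were no compound for no effect and no enzyme for full effect; nearly all actives have a fitted effect of over 20% in size; some results filed as inactive show a strong effect at the top dose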
# Target sequence (P00811 whole entry, looked up): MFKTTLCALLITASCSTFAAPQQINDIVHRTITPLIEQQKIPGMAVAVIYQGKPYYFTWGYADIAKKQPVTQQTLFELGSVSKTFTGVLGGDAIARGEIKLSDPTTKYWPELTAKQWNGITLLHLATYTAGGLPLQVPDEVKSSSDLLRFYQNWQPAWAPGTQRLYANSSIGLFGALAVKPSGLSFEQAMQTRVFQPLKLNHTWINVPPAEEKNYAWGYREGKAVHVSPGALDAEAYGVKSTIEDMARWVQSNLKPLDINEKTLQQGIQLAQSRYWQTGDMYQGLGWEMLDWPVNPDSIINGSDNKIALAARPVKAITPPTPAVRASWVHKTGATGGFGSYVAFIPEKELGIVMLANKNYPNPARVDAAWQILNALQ
#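 AmpC (5.3 nM in the dispensed reagent) in 20 mM phosphate pH 7.0 with 0.01% (detergent screen) or 0.0001% Triton X-100 was preincubated with compounds for 15 min at room temperature. Nitrocefin was then added from an 800 uM solution, and hydrolysis was followed at 480 nm.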
# HCMV antiviral – qHTS Assay for inhibitors of the human cytomegalovirus (HCMV) | HFF cells, HCMV-luciferase reporter, 72 h; active compounds read low | activity change, negative = inhibition, % at 57.5 µM | 410,000 tested, 4.5% active; in the data active = activity change below about -60%; inconclusive = no clear call, values can overlap the other calls; inactive = above about -39%
#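 Compounds were evaluated in HFFs infected with an HCMV luciferase reporter virus (MOI 1 PFU/cell). Luciferase in lysates collected 72 h post infection served as the replication measure.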
# AmpC detergent – qHTS Inhibitors of AmpC Beta-Lactamase (assay with detergent); 370,000 tested, 0.041% active; AmpC hydrolysis of nitrocefin, absorbance 480 nm, 0.01% Triton; P00811; Potency, µM (series often up to 114 µM), without a hit: top-dose activity change, negative = inhibition, hits mostly inhibitors;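 also: potency is read from the fitted curve at half-maximal effect; 0% = no-compound wells and -100% = no-enzyme wells; nearly all actives have a fitted effect of over 25% in size; some results filed as inactive show a strong effect at the top dose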
#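 20 mM phosphate pH 7.0 + 0.01% (detergent screen) or 0.0001% Triton X-100; 5.3 nM AmpC reagent; cpd preinc 15 min RT; nitrocefin (800 uM stock) to start; A480 q20 s × 4 min; Activity was normalised to no-enzyme and no-compound control wells.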
# LmPK inh – qHTS Assay for Inhibitors of Leishmania Mexicana Pyruvate Kinase (LmPK); purified LmPK, Kinase-Glo ATP luminescence, 1 h; AID 1721, 2009; Q27686; Potency, µM (series often up to 57.5 µM), inactives show at the top dose activity change, negative = inhibition, usual class: inhibitors; 290,000 tested, 0.37% active; also: potency is read from the fitted curve at half-maximal effect
# Target sequence (Q27686 whole entry, looked up): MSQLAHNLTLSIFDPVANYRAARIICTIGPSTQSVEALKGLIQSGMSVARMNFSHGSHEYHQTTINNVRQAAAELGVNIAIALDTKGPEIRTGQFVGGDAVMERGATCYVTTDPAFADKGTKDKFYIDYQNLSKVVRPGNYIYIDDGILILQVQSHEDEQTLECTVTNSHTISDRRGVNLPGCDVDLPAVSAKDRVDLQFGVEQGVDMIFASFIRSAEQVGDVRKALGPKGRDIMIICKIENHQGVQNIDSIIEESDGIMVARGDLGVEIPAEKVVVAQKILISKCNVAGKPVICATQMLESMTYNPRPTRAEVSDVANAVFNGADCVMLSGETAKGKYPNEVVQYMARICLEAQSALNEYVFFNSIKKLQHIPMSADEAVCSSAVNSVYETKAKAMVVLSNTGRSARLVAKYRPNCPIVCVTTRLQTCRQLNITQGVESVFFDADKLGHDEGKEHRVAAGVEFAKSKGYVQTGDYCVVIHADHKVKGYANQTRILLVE
#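 Screened at intermediate enzyme activity to detect both inhibitors and activators: LmPK at 0.1 nM, with a 0.5 nM enzyme column as activation reference. PEP 0.5 mM, ADP 0.1 mM; ATP detected by luminescence after 1 h.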
# HCV inhibitor – qHTS Assay for Inhibitors of Hepatitis C Virus (HCV); Huh7.5.1 HCVcc-Cre infection, luciferase reporter, 44 h; Potency, µM (highest dose often 41.8 µM), for the others: top-dose activity change, negative = inhibition, most hits filed as inhibitors; 340,000 tested, 3.4% active; AID 651820, 2012; also: potency is read from the fitted curve at half-maximal effect
#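 Infectious HCVcc-Cre (~0.5 moi) was added to cells just after compound, with cells seeded 4 h earlier at 1,000 per well. Luciferase activity after 44 h culture reported infection; substrate was incubated 15 min at room temperature before reading.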
# AMA1-RON2 inh – qHTS for Inhibitors of AMA1-RON; Towards Development of Antimalarial Drug Lead: Primary Screen | AID 720542, 2013 | Potency, µM (titrated, usually from 58.2 µM), inactives show top-dose activity change, negative = inhibition, hits mostly inhibitors | 360,000 tested, 0.2% active | AlphaScreen AMA1-biotinylated RON2 peptide binding;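 also: potency is read from the fitted curve at half-maximal effect; 0% = vehicle wells and -100% = peptide control; nearly all actives have a fitted effect of over 45% in size; some results filed as inactive show a strong effect at the top dose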
#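 AMA1 (3D7) with his tag at 25 nM final met compounds first, then biotinylated RON2 peptide at 25 nM; detection used donor plus acceptor beads, 10 µg/mL apiece, read by AlphaScreen after 30 min at room temperature.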
# Tb PYK inh – qHTS of Trypanosoma Brucei Inhibitors | pyruvate kinase (Trypanosoma brucei), Q57TT1 | TbPYK enzyme, Kinase-Glo Plus ATP luminescence, 45 min | Potency, µM (highest dose often 76.8 µM), for the others: at the top dose activity, negative = inhibition, most hits filed as inhibitors | 410,000 tested, 0.12% active; also: potency is read from the fitted curve at half-maximal effect; nearly all actives have a fitted effect of over 50% in size
#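 Assay buffer: 50 mM TEA pH 7.2, 100 mM KCl, 10 mM MgCl2, 0.05% BSA, 0.01% Tween-20. Pyruvate kinase from T. brucei plus substrate met compound, then ADP (130 uM final). Luminescence was read post 45 min RT.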
# Starred values were filed as active, the others as inactive; u = inconclusive; x = no result given; [ ] = another dose, or the depositor's remark. Unless noted, calls follow the shape of the dose curve; as a rule, active = well fitted curve in the direction sought with a large enough effect; inconclusive = small, poorly fitted or top-dose-only effect, or another doubt; inactive = no such curve, though single readings can be large; an effect the other way counts as inactive or inconclusive. Unless noted, % is scaled to controls: 0 for no effect and ±100 for the full control effect.
SMILES,AmpC no deterg,HCMV antiviral,AmpC detergent,LmPK inh,HCV inhibitor,AMA1-RON2 inh,Tb PYK inh
N#Cc1ccccc1NC(=O)C(=O)NCC(c1ccc2c(c1)OCO2)N1CCN(c2ccccc2)CC1 (stereo not drawn),x,24,3%,x,x,x,-5%
Cc1cccc(C)c1OCc1cc(C(=O)NCc2cn(C)nc2C)no1,72%[activator],-24,2%,-5%,u,13%,-10%
CC(C)(C)c1cc(NC(=O)c2ccco2)n(-c2ccccc2)n1,-6%,9,u,-1%,3%,-20%,5%
O=C(c1cn[nH]c1)c1cc(F)ccc1O,-33%,-23,-7%,11%,11%,-16%,1%
Nc1cccc(Oc2ccc([N+](=O)[O-])cc2)c1,-10%,-12,1%,-5%,-24%,-3%,0%
COCCCNC(=O)c1c(N)n(-c2ccc3c(c2)OCO3)c2nc3ccccc3nc12,21%,-28,-7%,4%,u,38%,-1%
Cn1c(SCC(=O)Nc2cc([N+](=O)[O-])ccc2F)nnc1C(F)(F)F,-2%,-28,-12%,-6%,-2%,4%,-7%
Cc1cc(C(=O)CCC(=O)N2CCN(S(=O)(=O)c3ccccc3)CC2)c(C)s1,0%,-13,-1%,x,3%,-2%,4%
CCCc1[nH]c2ccc(C#N)cc2c1CCC,-26%,u,-17%,0%,u,-14%,-3%
Cc1ccc(CCNC(=O)c2nn(C)c3c2CS(=O)(=O)c2ccccc2-3)cc1,-38%,u,-5%,5%,u,0%,2%
COc1ccc(NC(=O)CSc2nncn2C)cc1,-10%,-18,1%,1%,35%[activator],4%,-13%
CC1CCN(c2cc3c(cc2F)c(=O)c(S(=O)(=O)c2ccc(Cl)cc2)cn3C)CC1,x,-10,3%,x,x,x,-4%
O=C(Cc1ccc(Cl)cc1)Nc1ccc(NC(=O)c2cccs2)cc1,-54%,-35,-6%,3%,-5%,-2%,2%
COc1ccc(OC(C)C(=O)N2CCC(C)CC2)cc1 (stereo not drawn),-3%,22,u,-4%,7%,6%,3%
CCC(C)n1c(-c2cccc(S(=O)(=O)N3CCOCC3)c2)n[nH]c1=S (stereo not drawn),2%,5,-7%,x,1%,79%[activator],7.1µM*
CN(C)S(=O)(=O)N1CCC(Oc2ccc(C(=O)NCC(C)(C)CO)cc2)CC1,3%,-64*,-1%,-1%,18%,16%,1%
COc1ccc(OC)c(-n2c(Cn3c(-c4ccccn4)nc4ccccc43)n[nH]c2=S)c1,-25%,u,-8%,u,19%,14%,u
Cc1nc2ccccc2c(=O)n1/N=C/c1ccc(O)cc1O,-34%,-24,-8%,2%,-12%,34%[activator],-4%
Cc1ccc(CNc2c(C=O)c(=O)[nH]c3ccccc23)cc1,-37%,27,-12%,8%,-5%,12%,1%
COc1ccc(C2NC(=O)NC(C)=C2C(=O)Nc2cc(C)ccc2C)cc1OC (stereo not drawn),-15%,9,u,6%,1%,-2%,-1%
CC(C)(C)NC(=O)C1CCN(S(=O)(=O)c2cccc3nsnc23)CC1,-16%,-37,2%,0%,23%,4%,0%
COc1ccc(C(=O)Nc2cccc(-c3cn4ccsc4n3)c2)cc1OC,x,62,19%,x,x,x,1%
CC1=C(CC[C@@H](C)CO)OC2CC3C4CCC5CC(O)CCC5(C)C4CC(=O)C3(C)C12 (stereo partly drawn),x,-37,x,x,u,-29%,0%
COc1ccc(-c2ccc(CN3C(C)C(=O)N(Cc4cn(Cc5ccco5)nn4)CCS3(=O)=O)cc2)cc1 (stereo not drawn),x,-34,x,x,x,1%,-3%

# Six entries picked at random from those above:
SMILES,AmpC no deterg,HCMV antiviral,AmpC detergent,LmPK inh,HCV inhibitor,AMA1-RON2 inh,Tb PYK inh
CC1=C(CC[C@@H](C)CO)OC2CC3C4CCC5CC(O)CCC5(C)C4CC(=O)C3(C)C12 (stereo partly drawn),x,-37,x,x,u,-29%,0%
CN(C)S(=O)(=O)N1CCC(Oc2ccc(C(=O)NCC(C)(C)CO)cc2)CC1,3%,-64*,-1%,-1%,18%,16%,1%
COc1ccc(OC(C)C(=O)N2CCC(C)CC2)cc1 (stereo not drawn),-3%,22,u,-4%,7%,6%,3%
CCC(C)n1c(-c2cccc(S(=O)(=O)N3CCOCC3)c2)n[nH]c1=S (stereo not drawn),2%,5,-7%,x,1%,79%[activator],7.1µM*
CC(C)(C)NC(=O)C1CCN(S(=O)(=O)c2cccc3nsnc23)CC1,-16%,-37,2%,0%,23%,4%,0%
O=C(Cc1ccc(Cl)cc1)Nc1ccc(NC(=O)c2cccs2)cc1,-54%,-35,-6%,3%,-5%,-2%,2%

# As a short view, some entries already given:
SMILES,AmpC no deterg,HCMV antiviral,AmpC detergent,LmPK inh,HCV inhibitor,AMA1-RON2 inh,Tb PYK inh
O=C(Cc1ccc(Cl)cc1)Nc1ccc(NC(=O)c2cccs2)cc1,-54%,-35,-6%,3%,-5%,-2%,2%
COc1ccc(OC(C)C(=O)N2CCC(C)CC2)cc1 (stereo not drawn),-3%,22,u,-4%,7%,6%,3%
CCC(C)n1c(-c2cccc(S(=O)(=O)N3CCOCC3)c2)n[nH]c1=S (stereo not drawn),2%,5,-7%,x,1%,79%[activator],7.1µM*
CN(C)S(=O)(=O)N1CCC(Oc2ccc(C(=O)NCC(C)(C)CO)cc2)CC1,3%,-64*,-1%,-1%,18%,16%,1%

# Next section.
SMILES,AmpC no deterg,HCMV antiviral,AmpC detergent,LmPK inh,HCV inhibitor,AMA1-RON2 inh,Tb PYK inh
O=C(Cc1ccc([N+](=O)[O-])cc1)NC1CCCCCC1,-31%,0,u,1%,u,1%,4%
CCOc1ccc(NC(=O)NNC(=O)c2cccnc2)cc1,-27%,-28,4%,-12%,10%,26%,4%
CCOC(=O)c1sc(NC(=O)COC(=O)c2ccco2)nc1C,-24%,44,-18%,2%,-12%,2%,0%
C=CCn1c(O)c(C(C)=Nc2cccc(C(=O)O)c2)c(=O)[nH]c1=O,-6%,-34,2%,5%,13%,-16%,-16%
CCOC(=O)CC1C(=O)NCCN1S(=O)(=O)c1ccc(Br)cc1 (stereo not drawn),-2%,25,0%,0%,3%,8%,2%
O=P(C1=C(N2CCOCC2)/C(=C\c2ccccc2)CC1)(N1CCOCC1)N1CCOCC1,147%[activator],36,-9%,-4%,-1%,23%,0%
Cc1onc(-c2c(Cl)cccc2Cl)c1-c1nnc(-c2ccc(Cl)cc2)o1,21%,-12,0%,6%,18µM*,-26%,2%
Cc1ccc2oc(-c3ccc(NC(=O)c4cccc(F)c4)c(C)c3)nc2c1,x,66,-7%,x,x,x,3%
COc1ccc(-c2coc3cc(OC)ccc3c2=O)cc1,x,1,x,x,10%,-5%,1%
CSc1ncccc1C(=O)OCc1ccccc1F,-24%,-24,u,-11%,-15%,20%,-4%
COc1ccc(N2CCN(c3ccc(-c4nc(-c5cccc(C)c5)no4)cc3[N+](=O)[O-])CC2)cc1,x,4,21%,x,x,x,1%
Cc1[nH]nc(-c2ccc(O)cc2O)c1Oc1ccccc1,-30%,-20,u,5%,u,33%[activator],-4%
Brc1ccc(OCc2nc(-c3ccccn3)n[nH]2)cc1,-23%,58,0%,-9%,u,-35%,2%
Cc1cccc(NC(=O)Cn2cnc3c(oc4ccccc43)c2=O)c1C,-10%,u,-1%,-1%,5%,8%,-6%
O=c1[nH]cnc2c1oc1ccccc12,-16%,66,-9%,-6%,22%,23%,-15%
Cc1noc(C)c1C(c1ccccc1)S(=O)(=O)c1ccccc1 (stereo not drawn),-25%,1,-5%,0%,5%,5%[11.6 µM],-4%
CN(CCOCCOc1ccc(Cl)cc1Br)Cc1ccccc1,96%[activator],-6,5%,0%,u,-19%,-1%
CN(c1ccccc1)S(=O)(=O)c1ccc(Cl)c(C(=O)NCc2ccco2)c1,-16%,-32,x,x,6%,-8%,12%
COc1ccc(Cl)cc1NC(=O)CN(C)C(=O)c1cc2c(F)cccc2s1,-1%,-27,7%,x,4µM*,-5%,-2%
Cc1ccnc(NC(=O)c2ccccc2NC(=O)C(C)(C)C)c1,-9%,-9,u,0%,u,7%,-1%
COc1ccc(NC(=O)N2CCCCCC2)cc1,-13%,40,-8%,-2%,15%,-11%,3%
N/C(Cc1cccc2ccccc12)=N\OC(=O)COc1ccccc1,-23%,-15,4%,-3%,33%[activator],41%[activator],4%
COC(=O)c1ccc(NC(=O)CN2CCN(S(=O)(=O)c3cc(Cl)ccc3OC)CC2)cc1,136%[activator],u,3%,1%,u,-5%,-4%
C=CS(=O)(=O)c1sc(Cl)c(N2CCOCC2)c1[N+](=O)[O-],28µM*,-72*,u,-2%,u,-22%,-6%
CC12CC[C@H]3[C@@H](CCC4(O)C[C@H](O)CCC34/C=N/NC(=O)c3ccccc3Cl)C1(O)CCC2C1=CC(=O)OC1 (stereo partly drawn),84%[activator],-32,2%,2%,8%,-6%,0%

# Not a hit list; overall some 7.5% were active at least once.
